# ARNT TACC3 PPI: disrupts binding between human ARNT and TACC3; AID 623870; inhibition, % at 9.99 µM; Q9Y6A5; AlphaScreen His-ARNT PAS-B/GST-TACC3 binding, luminescence; TACC3 fragment carries E629A point mutation; actives 0.66% (n = 390,000);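 active = mean inhibition of replicates at least 50% and at least half of replicates each reaching 50%; inconclusive = half or more replicates reach 50% but mean below 50%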;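 also: 0% = complete ARNT plus TACC3 wells and 100% = ARNT alone without TACC3; many hits fall short of the cut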
# CASP6 VEID inh: caspase-6 (human) enzyme inhibition; purified caspase-6, Z-VEID-R110 cleavage fluorescence; inhibition, % at 12.5 µM; actives 0.53% (n = 350,000); AID 686996;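 active = mean inhibition across replicates at least about 35%, with every replicate also reaching that limit, limit read from the data; inconclusive = only one of the two criteria met; inactive = neither criterion met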;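 also: 0% = median of neutral control wells and 100% = no fluorescence left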
# Target sequence (P55212 24-179 limits assumed): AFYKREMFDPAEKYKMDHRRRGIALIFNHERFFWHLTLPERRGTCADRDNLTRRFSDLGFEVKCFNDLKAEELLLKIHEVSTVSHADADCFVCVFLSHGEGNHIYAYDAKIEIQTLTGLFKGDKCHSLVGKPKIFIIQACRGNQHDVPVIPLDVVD
# Target sequence (P55212 194-293 limits assumed): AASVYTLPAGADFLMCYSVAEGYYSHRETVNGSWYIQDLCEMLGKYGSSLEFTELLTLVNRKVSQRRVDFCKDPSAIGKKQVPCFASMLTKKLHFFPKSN
# LGR2 antag: inhibitors of bursicon-induced Drosophila LGR2 receptor cAMP signaling; inhibition, % at 9.99 µM; actives 0.35% (n = 380,000); HEK293 LGR2, CRE-luciferase, bursicon-stimulated, 4 h; AID 720647;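 active = drop in luminescence signal, shown as inhibition above about 50% in the replicate tests, limit read from the data, passing the limit was not always enough; inconclusive = probably only some replicates passing the limit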;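 also: agonist challenge used bursicon conditioned medium at about half maximal strength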
# DENV2 CPE rescue: inhibitors of DENV2 cytopathic effect; AID 651640; actives 1.7% (n = 350,000); CPE inhibition, % at 9.99 µM; DENV2-infected cells, cytopathic effect rescue, plate reader; in the data active = CPE inhibition above about 20%, passing the limit was not always enough; inconclusive = no clear call, values can overlap the other calls; tested in BHK-21 cells;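 also: 0% = median of neutral control wells and 100% = median of positive control wells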
# SIRT5 block: sirtuin-5 (human) deacylase inhibition | Q9NXA8 | AID 652115 | actives 1.1% (n = 330,000) | Purified SirT5, succinyl-peptide AMC, trypsin-coupled fluorescence | inhibition, % at 15 µM; in the data active = inhibition above about 15%; inconclusive = no clear call, values can overlap the other calls
# Target sequence (Q9NXA8 whole entry, looked up): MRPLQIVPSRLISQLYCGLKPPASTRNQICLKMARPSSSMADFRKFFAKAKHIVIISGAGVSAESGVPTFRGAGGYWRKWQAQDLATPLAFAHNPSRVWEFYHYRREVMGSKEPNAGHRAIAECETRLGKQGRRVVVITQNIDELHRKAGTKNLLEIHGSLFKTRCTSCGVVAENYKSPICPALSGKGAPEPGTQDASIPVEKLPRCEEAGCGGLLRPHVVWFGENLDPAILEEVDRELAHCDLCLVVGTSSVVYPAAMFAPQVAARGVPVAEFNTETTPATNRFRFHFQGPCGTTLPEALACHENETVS
# PAX8 inh HTS: lowers PAX8-driven luciferase in RMG-I cells | RMG-I TPO-luciferase reporter, SteadyGlo, 24 h | inhibition, % at 12.6 µM | actives 1.2% (n = 360,000);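 active = mean replicate inhibition at least 60% with every replicate also reaching 60%; inconclusive = only one of the two criteria is met; inactive = mean below 60% and not all replicates reaching 60%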;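 also: luciferase light reporting Pax8 driven TPO promoter activity; plate controls were median of neutral control wells for no effect and mitoxantrone controls for full effect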
# EWS-Fli inh: blocks EWS/Fli oncoprotein-driven transcription | A673 NR0B1-luciferase reporter, viability-normalised | inhibition, % at 12.6 µM | actives 0.67% (n = 350,000);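 active = mean inhibition of at least 50% after viability correction, with every replicate also passing that limit; inconclusive = mean reaches 50% but only one of two replicates passes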;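 also: firefly luciferase signal divided by Alamar Blue viability fluorescence both relative to DMSO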
# * marks the source's active call; other numbers are inactive results; u = inconclusive; x = not tested or not shown.
1	CC(=O)c1cccc(NC(=S)N2CCN(S(C)(=O)=O)CC2)c1
2	COc1cc(CNC(C)C)ccc1OCC(=O)Nc1cccc2ccccc12
3	Cc1ccc(NC(=O)NNC(=O)c2cccs2)cc1
4	Cc1ccc2sc(NC(=O)C3CC3)nc2c1C
5	CCCCC(=O)NNC(=O)c1c(O)c2ccccc2[nH]c1=O
6	C[C@@H]1CN([C@H](C)CO)C(=O)Cc2cc(NC(=O)Nc3ccc(F)cc3)ccc2O[C@H]1CN(C)C(=O)Nc1ccc(C(F)(F)F)cc1
7	CC(C)[C@@H](C(=O)NCC1CCCO1)N1C(=O)N2CCc3c([nH]c4ccccc34)[C@@]2(C)C1=O (some centres undefined)
8	CNC[C@H]1Oc2cc(C#Cc3ccccc3OC)ccc2S(=O)(=O)N([C@@H](C)CO)C[C@@H]1C

Compound	1	2	3	4	5	6	7	8
ARNT TACC3 PPI	1	-1	-2	-2	6	-10	-7	4
CASP6 VEID inh	5	2	x	2	0	x	-1	-2
LGR2 antag	-7	6	1	-46	17	-6	-1	-2
DENV2 CPE rescue	-2	1	x	-2	-4	6	-2	1
SIRT5 block	-2	-2	x	-7	16*	x	2	-16
PAX8 inh HTS	x	x	13	-67	-24	80*	x	x
EWS-Fli inh	2	x	x	x	-5	27	-3	20

9	O=C(C[C@@H]1CC[C@@H]2[C@H](COC[C@@H](O)CN2S(=O)(=O)c2cccc(Cl)c2)O1)NCCCN1CCOCC1
10	Cc1ccc(S(=O)(=O)Nc2nc(C)c(C(=O)NNS(=O)(=O)c3cc(C)ccc3C)s2)cc1
11	Cc1ccc(Cn2cc(S(=O)(=O)c3ccc(C(C)C)cc3)c(=O)c3cc4c(cc32)OCO4)cc1
12	O=C(c1ccco1)N1N=C(c2ccco2)CC1c1ccc(Cl)cc1Cl (centres undefined)
13	CCC(C(N)=O)N1C(=O)C2C3CCC(C3)C2C1=O (centres undefined)
14	Cc1cc(C)n2nc(N)c(N=Nc3cccc(Cl)c3)c2n1
15	COc1ccccc1C=NN1C(=O)CSC1=S
16	CCN(CC)S(=O)(=O)c1ccc(NC(=O)CCNC(=O)c2ccccc2)cc1

Compound	9	10	11	12	13	14	15	16
ARNT TACC3 PPI	11	-3	0	-8	x	x	6	3
CASP6 VEID inh	x	10	x	-1	2	-1	-2	1
LGR2 antag	9	10	14	2	-12	6	-3	-6
DENV2 CPE rescue	-1	2	x	-4	11	0	-7	10
SIRT5 block	x	-1	x	-1	2	1	-1	-3
PAX8 inh HTS	x	2	16	11	-1	-5	9	12
EWS-Fli inh	x	x	x	11	-1	0	0	0

17	CCOC(=O)COc1ccc2c(=O)c(-c3ccccc3OC)coc2c1
18	CCCN1C[C@H](C)[C@@H](OC)CN(C)C(=O)c2cc(NC(=O)Nc3c(C)noc3C)ccc2OC[C@H]1C
19	CCC(C(=O)Nc1ccon1)c1ccccc1 (centres undefined)
20	CC(=O)Nc1ccc(NC(=O)C(C)OC(=O)c2ccc3c(c2)OCCO3)cc1 (centres undefined)
21	O=C1/C(=C\c2ccco2)SC(=S)N1c1ccccc1
22	COc1ccc(CN(C)C[C@H]2Oc3ccc(NC(=O)Nc4c(C)noc4C)cc3CC(=O)N([C@H](C)CO)C[C@H]2C)cc1
23	O=C(Cn1nc(C(F)F)cc1C(F)F)NNC(=S)Nc1ccc(Cl)cc1
24	O=C(CCNC(=O)Cn1ccc2ccccc2c1=O)NCCc1ccc(Cl)cc1

Compound	17	18	19	20	21	22	23	24
ARNT TACC3 PPI	-1	-5	1	-4	2	4	-1	x
CASP6 VEID inh	2	3	-3	-1	x	-2	0	1
LGR2 antag	2	10	-1	0	-9	4	-4	-15
DENV2 CPE rescue	0	1	-3	-4	x	5	-11	-8
SIRT5 block	-2	-2	1	-4	x	0	-1	-3
PAX8 inh HTS	13	-18	2	4	-72	-6	x	21
EWS-Fli inh	24	-5	7	-4	x	-5	-8	0

# 5 entries out of the list, ordered by SMILES length, smallest number first:
3	Cc1ccc(NC(=O)NNC(=O)c2cccs2)cc1
21	O=C1/C(=C\c2ccco2)SC(=S)N1c1ccccc1
12	O=C(c1ccco1)N1N=C(c2ccco2)CC1c1ccc(Cl)cc1Cl (centres undefined)
11	Cc1ccc(Cn2cc(S(=O)(=O)c3ccc(C(C)C)cc3)c(=O)c3cc4c(cc32)OCO4)cc1
8	CNC[C@H]1Oc2cc(C#Cc3ccccc3OC)ccc2S(=O)(=O)N([C@@H](C)CO)C[C@@H]1C

Compound	3	21	12	11	8
ARNT TACC3 PPI	-2	2	-8	0	4
CASP6 VEID inh	x	x	-1	x	-2
LGR2 antag	1	-9	2	14	-2
DENV2 CPE rescue	x	x	-4	x	1
SIRT5 block	x	x	-1	x	-16
PAX8 inh HTS	13	-72	11	16	x
EWS-Fli inh	x	x	11	x	20

# More records
25	COC(=O)[C@]1(CC(C)C)N[C@H](c2ccc(-c3ccc(Cl)c(Cl)c3)cc2)[C@@H]2C(=O)N(C)C(=O)[C@@H]21
26	COc1ccc(CCN(C)C(=O)c2cc(-c3ccccc3)nc3ccc(C)cc23)cc1OC
27	Cc1noc(C)c1S(=O)(=O)N(C)C[C@@H]1Oc2ccc(N(C)C)cc2CC(=O)N([C@@H](C)CO)C[C@@H]1C
28	Cc1cc(C)nc(SCC(=O)NC2CCCCC2C)n1 (centres undefined)
29	COc1ccc(NC(=O)Nc2ccc3c(c2)[C@H]2C[C@H](CC(=O)O)O[C@H](CO)[C@H]2O3)cc1
30	CCCNC(=O)N1CC(=O)N2[C@H](C1)[C@@H](c1ccc(C#CCC3CCCC3)cc1)[C@@H]2CO
31	CCCNC(=O)C1(C)CCCN(Cc2c(F)cccc2F)C1 (centres undefined)
32	CO[C@@H]1CN(C)C(=O)c2ccc(NS(C)(=O)=O)cc2OC[C@@H](C)N(Cc2ccccn2)C[C@@H]1C

Compound	25	26	27	28	29	30	31	32
ARNT TACC3 PPI	2	3	26	-12	-1	x	x	25
CASP6 VEID inh	-5	-9	-2	0	-1	4	0	x
LGR2 antag	-8	-7	-21	3	4	-17	15	-4
DENV2 CPE rescue	14	-1	7	0	7	7	15	x
SIRT5 block	2	-5	0	-2	-1	4	x	x
PAX8 inh HTS	9	12	-11	6	-7	x	-12	-2
EWS-Fli inh	7	x	1	-1	-5	4	2	-3

# Printed as active in SIRT5 block, among the entries above:
no.	SMILES	ARNT TACC3 PPI	CASP6 VEID inh	LGR2 antag	DENV2 CPE rescue	SIRT5 block
5	CCCCC(=O)NNC(=O)c1c(O)c2ccccc2[nH]c1=O	6	0	17	-4	16*

# Later entries
33	Cc1ccc(-n2c(C)cc(C(=O)COc3c(CO)cc(F)cc3CO)c2C)cc1C
34	COc1ccc2oc(=N)c(C(=O)Nc3ccc(C)cc3)cc2c1
35	O=C(C[C@@H]1CC[C@@H]2[C@H](COC[C@@H](O)CN2Cc2ccc(Oc3ccccc3)cc2)O1)N1CCOCC1
36	COCCCNC(=O)c1ccccc1N(Cc1ccccc1)S(=O)(=O)c1ccccc1
37	CN1CCN(C(=O)C[C@@H]2CC[C@@H]3[C@H](COC[C@@H](O)CN3Cc3ccc4c(c3)OCO4)O2)CC1
38	CC1N(C(=O)N(C)C)CCN1S(=O)(=O)c1ccccc1 (centres undefined)
39	C[C@@H]1CN([C@H](C)CO)C(=O)c2cccc(NC(=O)c3nc4ccccc4s3)c2O[C@H]1CN(C)C(=O)Nc1ccc(F)cc1
40	NC(=O)CC(NC(=O)Cc1cccc2ccccc12)c1ccc(NCc2ccc(F)cc2)c([N+](=O)[O-])c1 (centres undefined)

Compound	33	34	35	36	37	38	39	40
ARNT TACC3 PPI	-4	0	-10	2	5	-6	-8	-2
CASP6 VEID inh	x	-1	-2	1	-1	-1	1	6
LGR2 antag	10	-19	1	-2	2	15	-25	-2
DENV2 CPE rescue	x	-4	-13	0	100*	1	-9	x
SIRT5 block	x	0	-3	-1	3	2	1	0
PAX8 inh HTS	8	-5	0	12	-4	4	x	0
EWS-Fli inh	x	-91	3	8	4	-6	-7	4

# Part of the list above, showing only LGR2 antag, DENV2 CPE rescue and EWS-Fli inh:
no. | molecule | LGR2 antag | DENV2 CPE rescue | EWS-Fli inh
35 | O=C(C[C@@H]1CC[C@@H]2[C@H](COC[C@@H](O)CN2Cc2ccc(Oc3ccccc3)cc2)O1)N1CCOCC1 | 1 | -13 | 3
36 | COCCCNC(=O)c1ccccc1N(Cc1ccccc1)S(=O)(=O)c1ccccc1 | -2 | 0 | 8

# Additional results.
41	C[C@H]1CN([C@@H](C)CO)C(=O)c2cccc(NC(=O)C3CCCCC3)c2O[C@@H]1CN(C)Cc1ccc(Oc2ccccc2)cc1
42	COC(=O)c1sccc1Oc1c(Cl)cccc1[N+](=O)[O-]
43	C/C(=N\NC(=O)CN1CCN(S(=O)(=O)c2ccc(C)cc2)CC1)c1cccnc1
44	CC(/C=C/c1ccccc1)=N/NC(=O)CNC(=O)c1ccccc1F
45	Cn1nc(C(=O)NC2CCCC2)c2ccccc2c1=O
46	COCCNC(=O)C1(C)CCCN(Cc2cc(-c3ccccc3)nn2C)C1 (centres undefined)
47	COc1ccc(C#Cc2ccc([C@H]3[C@H](CO)N4CCCCN(S(=O)(=O)c5cn(C)cn5)C[C@@H]34)cc2)cc1
48	CC(Nc1ncnc2ccccc12)c1ccccc1 (centres undefined)

Compound	41	42	43	44	45	46	47	48
ARNT TACC3 PPI	0	x	-3	-6	1	x	20	x
CASP6 VEID inh	-1	x	x	-1	2	-4	2	0
LGR2 antag	12	2	14	15	-5	-8	-7	5
DENV2 CPE rescue	1	4	x	-2	6	-8	-4	-5
SIRT5 block	2	3	x	0	1	-4	3	-2
PAX8 inh HTS	x	14	14	4	-10	12	-15	10
EWS-Fli inh	8	3	x	-4	-2	-10	4	20

49	CCOc1ccc(CCNC(=O)c2ccc(OCc3c(C)noc3C)cc2)cc1OCC
50	Cc1nn(-c2ccc(F)cc2)c(Cl)c1/C=C/C(=O)N1CCNC(=O)C1
51	COCC(=O)N1[C@H](C#N)[C@H](c2ccccc2C2=CCCCC2)[C@H]1CO
52	O=C(c1ccc2oc(Cc3ccc(Cl)cc3)nc2c1)N1CC[C@H](O)C1
53	CN(Cc1cnn(C)c1)Cc1nc(COc2ccccc2)no1
54	O=C(CCS(=O)(=O)c1ccc(Br)cc1)NCc1ccco1
55	COc1ccc(N2CC(C(=O)Nc3ccc4c(c3)OCCO4)CC2=O)cc1 (centres undefined)

Compound	49	50	51	52	53	54	55
ARNT TACC3 PPI	1	4	x	4	-6	-72	x
CASP6 VEID inh	-1	1	2	-3	-2	x	-2
LGR2 antag	1	10	11	8	-8	8	22
DENV2 CPE rescue	-6	-2	-2	u	-3	5	17
SIRT5 block	1	-3	-2	-3	1	-1	-1
PAX8 inh HTS	-13	0	x	-32	29	-30	-15
EWS-Fli inh	19	0	-3	0	-19	-2	8

# Record cards (already shown):
# CCN(CC)S(=O)(=O)c1ccc(NC(=O)CCNC(=O)c2ccccc2)cc1 reads ARNT TACC3 PPI = 3; CASP6 VEID inh = 1; LGR2 antag = -6; DENV2 CPE rescue = 10; SIRT5 block = -3; PAX8 inh HTS = 12; EWS-Fli inh = 0
# C/C(=N\NC(=O)CN1CCN(S(=O)(=O)c2ccc(C)cc2)CC1)c1cccnc1 reads ARNT TACC3 PPI = -3; CASP6 VEID inh = x; LGR2 antag = 14; DENV2 CPE rescue = x; SIRT5 block = x; PAX8 inh HTS = 14; EWS-Fli inh = x

# Bioassay records deposited in PubChem by Broad Institute.
